BAP1 block: inhibitors of human BAP1 deubiquitinase | Q92560 | recombinant BAP1, Ub-AMC hydrolysis fluorescence kinetic; stronger effect = lower value | activity remaining (% of control), % at 20 µM | actives 0.48% (n = 72,000);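 active means activity remaining at or below 50% of control, provided the compound also passes the data quality filters; inactive means the rest, including low values that fail the filters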;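 further: 100% = DMSO wells rate and 0% = substrate alone blank rate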
Target sequence (Q92560 whole entry, looked up): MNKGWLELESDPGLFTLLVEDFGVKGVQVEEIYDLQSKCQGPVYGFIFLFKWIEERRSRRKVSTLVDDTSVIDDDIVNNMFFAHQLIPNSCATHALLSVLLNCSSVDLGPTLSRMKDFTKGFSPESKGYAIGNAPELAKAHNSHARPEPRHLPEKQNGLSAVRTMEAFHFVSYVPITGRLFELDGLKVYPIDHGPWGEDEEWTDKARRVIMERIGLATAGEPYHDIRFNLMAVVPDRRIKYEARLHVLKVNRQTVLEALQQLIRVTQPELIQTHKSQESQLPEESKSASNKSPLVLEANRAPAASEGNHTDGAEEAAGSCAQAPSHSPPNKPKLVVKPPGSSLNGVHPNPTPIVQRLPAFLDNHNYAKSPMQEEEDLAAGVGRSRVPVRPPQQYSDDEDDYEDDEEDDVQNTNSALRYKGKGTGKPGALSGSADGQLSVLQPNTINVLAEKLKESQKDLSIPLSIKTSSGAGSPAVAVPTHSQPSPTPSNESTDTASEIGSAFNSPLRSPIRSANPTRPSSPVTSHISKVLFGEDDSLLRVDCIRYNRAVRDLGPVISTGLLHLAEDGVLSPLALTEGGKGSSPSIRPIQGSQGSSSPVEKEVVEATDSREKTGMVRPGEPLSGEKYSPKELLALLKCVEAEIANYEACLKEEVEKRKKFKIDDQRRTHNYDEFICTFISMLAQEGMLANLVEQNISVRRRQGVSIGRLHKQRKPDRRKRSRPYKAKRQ
HePTP inhibitor: human HePTP phosphatase inhibition; actives 0.64% (n = 110,000); inhibition, % at 20 µM; AID 521; recombinant HePTP phosphatase activity, OD absorbance; in the data active means inhibition above about 50%;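 further: plate controls were vehicle for no effect and reference inhibitor for full effect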
Target sequence (P35236 whole entry, looked up): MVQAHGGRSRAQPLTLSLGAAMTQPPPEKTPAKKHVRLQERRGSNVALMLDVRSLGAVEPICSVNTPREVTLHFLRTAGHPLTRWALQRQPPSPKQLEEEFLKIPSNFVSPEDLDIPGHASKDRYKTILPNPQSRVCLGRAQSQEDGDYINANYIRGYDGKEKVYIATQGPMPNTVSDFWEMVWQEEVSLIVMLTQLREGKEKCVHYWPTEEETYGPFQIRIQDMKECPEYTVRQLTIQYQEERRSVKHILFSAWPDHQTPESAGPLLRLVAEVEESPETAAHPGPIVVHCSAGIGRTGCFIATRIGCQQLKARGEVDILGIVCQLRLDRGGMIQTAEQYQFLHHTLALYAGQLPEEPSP
The depositor's hits bear a star; / = not tested or not shown; & = joins results of further samples. Compounds as they come. Share with any hit: about 0.91%.

Preview, 4 compounds:
SMILES	BAP1 block	HePTP inhibitor
Cc1ccc(-c2nc(-c3cc4cc([N+](=O)[O-])c(O)cc4oc3=O)cs2)cc1	/	10
O=C(CSc1oc(-c2ccco2)nc1S(=O)(=O)c1ccccc1)NCC1CCCO1 (stereo not drawn)	116	5
Cc1cc(C)cc(NC(=O)c2ccc([N+](=O)[O-])o2)c1	/	12
CCOc1ccc(CN(CCO)CCO)cc1C(=O)OC	101	6

Main list, previewed entries included:
SMILES	BAP1 block	HePTP inhibitor
Cc1ccc(-c2nc(-c3cc4cc([N+](=O)[O-])c(O)cc4oc3=O)cs2)cc1	/	10
O=C(CSc1oc(-c2ccco2)nc1S(=O)(=O)c1ccccc1)NCC1CCCO1 (stereo not drawn)	116	5
Cc1cc(C)cc(NC(=O)c2ccc([N+](=O)[O-])o2)c1	/	12
CCOc1ccc(CN(CCO)CCO)cc1C(=O)OC	101	6
O=C(NCCC1=CCCCC1)C1CCCN(S(=O)(=O)c2cccnc2)C1 (stereo not drawn)	100	6
OCC1CCCCN1CC(O)COc1ccc(C23CC4CC(CC(C4)C2)C3)cc1 (stereo not drawn)	/	4
Cc1ccc2nc(N3CCC(C(=O)O)CC3)nc(-c3ccccc3)c2c1	70	0
Cc1ccc(-n2nnnc2SCC(=O)N2c3ccccc3NC(=O)C2(C)C)cc1	72	2
CC1=CC(C)(C)N(C(=O)Nc2ccc(F)cc2)c2ccc(C)cc21	/	1
COc1ccc(C2/C(=C(\O)c3ccccc3)C(=O)C(=O)N2CCN(C)C)cc1 (stereo not drawn)	/	-17
Cc1ccc(OCc2nnc(NC(=O)c3cccs3)s2)cc1	/	1
CCn1c(SC/C=C/c2ccccc2)nnc1-c1cnccn1	123	-12
Cn1c(CN2CCOCC2)nc2cc(NC(=O)c3ccc(Cl)cc3)ccc21	117	10
NC(=O)c1nn2c(C(F)(F)F)cc(-c3ccccc3)nc2c1Br	97	9
COc1ccc(CNc2ccc(C)cc2Br)cc1OC	/	-1
C=CCSC1=C(C#N)C(c2ccccc2OCC)CC(=O)N1 (stereo not drawn)	131	3
COc1ccc(O)c(C(=O)c2cnn(C(=O)c3cc(C)oc3C)c2)c1	/	4
CN(C)c1ccc(/C=N/Nc2cc(N3CCOCC3)ncn2)cc1	/	-17
COc1ccccc1N1CCN(/N=C\c2cccc(Br)c2)CC1	/	8
O=C(CCNS(=O)(=O)c1cccs1)NCc1cccs1	/	-7
COc1ccc2c(c1)C1(Nc3ccccc3-c3nc4ccccc4n31)C(=O)N2 (stereo not drawn)	88	7
O=C(O)C1C2C=CC(O2)C1C(=O)Nc1cc(Cl)cc(Cl)c1 (stereo not drawn)	/	4
CCCCCCSc1ncc(C#N)c(N)n1	67	0
Cc1ccc(NC2=NS(=O)(=O)c3cc([N+](=O)[O-])ccc32)cc1	/	8
c1ccc(C2CCC(N3CCN(Cc4cccnc4)CC3)CC2)cc1 (stereo not drawn)	/	-14

Already shown: an excerpt of the list.
SMILES	BAP1 block	HePTP inhibitor
CCCCCCSc1ncc(C#N)c(N)n1	67	0
Cc1ccc(NC2=NS(=O)(=O)c3cc([N+](=O)[O-])ccc32)cc1	/	8
c1ccc(C2CCC(N3CCN(Cc4cccnc4)CC3)CC2)cc1 (stereo not drawn)	/	-14

(continued)
SMILES	BAP1 block	HePTP inhibitor
COc1ccc(C(=O)NC(NC(=O)c2ccc(OC)c(OC)c2)c2ccc(Br)cc2)cc1OC	/	8
O=C(COc1ccc(Cl)cc1Cl)NCc1ccncc1	82	3&12
CCn1c(CNc2cccc(Cl)c2)nnc1SCC(=O)OC1CCCCC1	79	7
Cc1ccc2[nH]c3c(N4CCCCCC4)ncnc3c2c1	112	6
CC1=C(C#N)C(=O)OC(C)(C)C1	104	-5
Cc1ccc(-c2ccc(OCC(=O)Nc3cccc(C)c3)cc2)cc1	/	0
CCOC(=O)c1ccc2nc(NC(=O)CSCC(=O)OCC(=O)c3ccc(Br)cc3)sc2c1	/	6
N#CCSc1nc2c(cc1C#N)CCCC2	107	10
O=c1cc(-c2cccc3ccccc23)[nH][nH]1	93	12
CC(C)Oc1ccccc1C1CC(=O)Nc2c1cc(Br)c1ccccc21 (stereo not drawn)	/	5
CCCN1Cc2cccc(C(=O)N3CCN(c4cc(Cl)ccc4C)CC3)c2C1=O	83	3
COCCn1nnnc1C(c1ccccc1OC)N1CCN(c2ccccc2)CC1 (stereo not drawn)	88	-8
CCC(=O)Nc1sc2c(c1C(N)=O)CCN(C(C)=O)C2	89	-3
CCC(CO)Nc1nc2c(c(=O)n(C)c(=O)n2C)n1C (stereo not drawn)	/	0
Clc1ccccc1-c1ccc(/C=N/n2cnnc2)o1	69	6
Cc1noc(C)c1S(=O)(=O)NCC(=O)O	86	0
Cc1nc(N2CCC(C)CC2)c2oc3ccccc3c2n1	/	0
CCN1C(=O)C2(C(C#N)=C(N)Oc3n[nH]c(COC)c32)c2ccccc21 (stereo not drawn)	78	5
CC/C(=N/O)c1ccc(CCCC(=O)O)s1	/	16
O=S(=O)(c1cccc(-c2nc3n(n2)Cc2ccccc2-3)c1)N1CCCC1	100	4
Cc1noc(C)c1C(=O)NC1CCCc2ccccc21 (stereo not drawn)	90	9
Cc1ccc2nc(-c3ccc(NC(=O)c4cc5ccccc5o4)cc3)sc2c1	66	/
C=CCOC(=O)CC(NC(=O)c1ccccc1)c1ccccc1 (stereo not drawn)	92	-8
COc1ccc(/C=C(\C#N)c2nc3ccccc3[nH]2)cc1OC	/	-15
COc1ccc(-c2nc(NC(=O)c3cc(C(C)(C)C)nn3C)sc2C)cc1	/	5
Further structures follow:
SMILES	BAP1 block	HePTP inhibitor
O=S(=O)(/N=C/c1ccccc1)c1cccs1	/	-3
O=C(c1ccc(F)c2ccccc12)N1CCc2ccccc21	/	-17
N#CC1=C(N)NC(SCC(=O)O)=C(C#N)C12CCCC2	95	4
COCCCNC(=O)C(=O)Nc1ccc(Cl)cc1C	/	5
Cc1ccc(OCC(=O)O/N=C(\N)c2cccnc2)c(C)c1	/	-8
O=C(Nc1ccc([N+](=O)[O-])cc1)c1cccc(S(=O)(=O)N2CCCCC2)c1	74	/
O=C(NCc1cccnc1)c1cc2nc(-c3cccs3)cc(C(F)(F)F)n2n1	/	-2
N/C(=N\S(=O)(=O)c1ccc(Cl)cc1)c1ccc(F)cc1	/	10
CC(=O)c1ccc(NC(=O)CN(c2ccccc2)S(=O)(=O)c2ccccc2[N+](=O)[O-])cc1	/	-12
CCOC(=O)c1oc2ccccc2c1NC(=O)c1cc(OC)cc(OC)c1	115	6
CCCCC(=O)NCCNc1nc2c(c(=O)n(C)c(=O)n2C)n1Cc1ccc(F)cc1	102	6
O=C(N/N=C/c1ccc(Cl)cc1)c1cc(C2CC2)[nH]n1	/	1
C=CCn1c(=O)c2ccccc2n2c(SCC(=O)NCc3cccs3)nnc12	115	4
O=C1CC(Cc2ccc(Cl)cc2)C(=O)N1c1ccc(I)cc1 (stereo not drawn)	/	1
Cc1ccc(NC(=O)N2CCC(C(=O)NCc3ccccc3)CC2)cc1	109	6
O=C(O)C1C2C=CC(C2)C1C(=O)Nc1ccc(C(=O)N2CCCCC2)c(Cl)c1 (stereo not drawn)	103	-10
CCOC(=O)N1CCC(NC(=O)c2ccc3c(c2)sc2nc(-c4ccc(OC)cc4)cn23)CC1	114	10
COc1ccc(/C(O)=C/c2nc3ccccc3[nH]c2=O)cc1	/	5
COc1ccc(C(=O)NCc2cn3c(C)csc3n2)cc1OC	102	/
CC1=C(C(=O)OC(C)C)C(c2c(O)ccc3ccccc23)NC(=O)N1 (stereo not drawn)	94	2
O=C(CCN1C(=O)c2ccccc2S1(=O)=O)N1CCN(c2ccccc2)CC1	87	-4
COc1ccc(N2C(=O)CC(SC(=N)N3N=C(c4cccs4)CC3c3ccc(Br)cc3)C2=O)cc1 (stereo not drawn)	/	-1
O=[N+]([O-])c1ccc(C(O)CN2CCN(c3ccccc3)CC2)cc1 (stereo not drawn)	/	11
Cc1ccc(NC(=O)c2ccccc2-c2nc3ccccc3[nH]2)cc1C	303	/
CCc1ccc2c(c1)CCCN2C(=O)c1ccccc1C(=O)O	97	6

Reformatted field by field: entries from further up
Cc1cc(C)cc(NC(=O)c2ccc([N+](=O)[O-])o2)c1
  BAP1 block: /
  HePTP inhibitor: 12
O=C(O)C1C2C=CC(C2)C1C(=O)Nc1ccc(C(=O)N2CCCCC2)c(Cl)c1 (stereo not drawn)
  BAP1 block: 103
  HePTP inhibitor: -10
O=S(=O)(/N=C/c1ccccc1)c1cccs1
  BAP1 block: /
  HePTP inhibitor: -3
Cc1ccc2[nH]c3c(N4CCCCCC4)ncnc3c2c1
  BAP1 block: 112
  HePTP inhibitor: 6

The list continues.
SMILES	BAP1 block	HePTP inhibitor
O=C(CN1C(=O)/C(=C\c2ccccc2Cl)SC1=S)Nc1ccc([N+](=O)[O-])cc1O	/	2
Cn1cc(S(=O)(=O)CC(=O)Nc2ccc(Br)cc2)c2ccccc21	95	-5
Cc1oc2c(O)c(O)ccc2c(=O)c1-c1cnn(-c2ccccc2)c1	/	7
C=CCn1c(C)cc(C(=O)COc2ncnc3sccc23)c1C	103	5
COc1ccc(OC)c(NC(=O)/C(=C/c2ccccc2)c2ccccc2)c1	/	-7
Clc1ccc(N2CCN(N=Cc3cccc(OCc4ccccc4)c3)CC2)cc1	/	-13
COCc1cc(C)nc(N/N=C/c2ccc(Cl)cc2Cl)c1C#N	/	1
CCOc1nc(Nc2ccc(-c3nc4ccccc4o3)cc2)nc(N2CCOCC2)n1	/	-1
COC(=O)C1=C(C)N=C2SCCC(=O)N2C1c1ccc(C(=O)OC)cc1 (stereo not drawn)	95	0
Cc1ccc(CNc2cc(-c3nn4c(C)nnc4s3)ccc2C)s1	184	4
O=C(CSc1nc2ccc(N3C(=O)c4ccccc4C3=O)cc2s1)Nc1ccc([N+](=O)[O-])cc1	/	-16
O=C(OCCCN1C(=O)c2ccccc2C1=O)C(Cc1ccccc1)N1C(=O)c2ccccc2C1=O (stereo not drawn)	177	/
Cc1ccccc1C(=O)NNC(=O)c1ccc([N+](=O)[O-])cc1	/	-25
Cc1ccccc1NCC(=O)N/N=C\c1cc([N+](=O)[O-])cc(Br)c1O	/	-9
COc1ccc(CC(=O)Nc2ccccc2Br)cc1OC	/	2
COc1ccc(OC)c(C2C(C(=O)OC3CCCC3)=C(C)NC3=C2C(=O)CC(C)(C)C3)c1 (stereo not drawn)	97	/
COc1cc(C2C3=C(Nc4ncnn42)c2ccccc2CC3)cc(OC)c1OC (stereo not drawn)	90	10
CC1(C)Cc2ccccc2/C(=C(\C#N)C(=O)Nc2ccccc2)N1	/	9
COCCCNC(=O)c1cccc([N+](=O)[O-])c1C	/	-1
O=C(NCc1ccco1)C(c1cccnc1)N(C(=O)Cn1nnc2ccccc21)c1ccccc1 (stereo not drawn)	99	9
COc1ccc(C2C(C(N)=O)=C(C)Nc3nc(-c4ccccc4Cl)nn32)c(OC)c1 (stereo not drawn)	88	8
Cn1c(CNc2ccccn2)c(C#N)c2ccccc21	113	/
COC(=O)c1c(C)[nH]c(C(=O)COC(=O)Cc2ccc3c(c2)OCCO3)c1C	86	10
Cn1c(SCC(=O)Nc2ccc(F)cc2)nnc1-c1cccnc1	91	4
CCCCCOC(=O)C1=C(C)NC(=S)NC1c1ccccc1 (stereo not drawn)	123	63*

Arranged by count of non-hydrogen atoms (smallest number first): five of the compounds above
SMILES	BAP1 block	HePTP inhibitor
Cc1ccccc1C(=O)NNC(=O)c1ccc([N+](=O)[O-])cc1	/	-25
Cn1cc(S(=O)(=O)CC(=O)Nc2ccc(Br)cc2)c2ccccc21	95	-5
Cc1oc2c(O)c(O)ccc2c(=O)c1-c1cnn(-c2ccccc2)c1	/	7
COC(=O)c1c(C)[nH]c(C(=O)COC(=O)Cc2ccc3c(c2)OCCO3)c1C	86	10
O=C(CSc1nc2ccc(N3C(=O)c4ccccc4C3=O)cc2s1)Nc1ccc([N+](=O)[O-])cc1	/	-16

Remaining list, next part.
SMILES	BAP1 block	HePTP inhibitor
Cc1ccc(S(=O)(=O)N2CCC(C(=O)N3CCCC(C(F)(F)F)C3)CC2)cc1 (stereo not drawn)	246	/
Fc1c(F)c(F)c(-c2c(F)c(F)c(N3CCOCC3)c(F)c2F)c(F)c1F	/	-10
Cc1cc(NC(=O)COn2nnc3ccc(Cl)cc32)no1	/	7
COC(=O)COc1ccc(S(=O)(=O)Nc2ccccc2C(=O)OC)cc1	75	2
Cc1ccc2nc(N3CCOCC3)c3nncn3c2c1	82	3
CCOC(=O)c1ccccc1NC(=O)c1cn(CC)c2nc(C)ccc2c1=O	57	2
COc1ccc(CC(=O)Nc2sc3c(c2C(=O)Nc2ccccc2C)CCCCC3)cc1	59	4
COCCNC(=O)C(C)OC(=O)c1cc2occc2n1C (stereo not drawn)	113	-1
COc1cccc(-c2nnc(SCC(=O)Nc3cc(C)ccc3OC)n2N)c1	101	4
CC(C)(C)NCC(O)COc1ccc(Cl)cc1 (stereo not drawn)	/	0
CCCOc1ccc(N2C(=O)CC(N3CCN(C)CC3)C2=O)cc1 (stereo not drawn)	/	-10
Cc1cc(C(F)(F)F)nn1CC(=O)Nc1ccc([N+](=O)[O-])cc1Cl	147	/
COc1ccc(Nc2nc(N)nc(SCc3nnc(C)s3)n2)cc1	120	-8
Cc1ccccc1NS(=O)(=O)c1ccc(F)cc1	99	3
CC1=C(C(=O)OC(C)C)C(c2cccc([N+](=O)[O-])c2)NC(=O)N1 (stereo not drawn)	108	/
O=C(N/N=C\c1ccc(N2CCCC2)c([N+](=O)[O-])c1)c1ccccn1	/	1
COc1ccc(-c2nnc(SCC(=O)/C(C#N)=C(\C)N)o2)cc1	79	15
COc1cc(-c2nn3c(Cc4ccccc4)nnc3s2)cc(OC)c1OC	/	14
